# GCN5L2 inh: GCN5L2 (KAT2A) acetyltransferase inhibition | AID 504327 | GCN5L2 HAT assay, ThioGlo1 CoA-SH fluorescence | Potency, µM (highest dose often 58.9 µM), inactives show at the top dose activity change, negative = inhibition, most hits filed as inhibitors | 390,000 tested, 0.21% active | Q92830
# Target sequence (Q92830 whole entry, looked up): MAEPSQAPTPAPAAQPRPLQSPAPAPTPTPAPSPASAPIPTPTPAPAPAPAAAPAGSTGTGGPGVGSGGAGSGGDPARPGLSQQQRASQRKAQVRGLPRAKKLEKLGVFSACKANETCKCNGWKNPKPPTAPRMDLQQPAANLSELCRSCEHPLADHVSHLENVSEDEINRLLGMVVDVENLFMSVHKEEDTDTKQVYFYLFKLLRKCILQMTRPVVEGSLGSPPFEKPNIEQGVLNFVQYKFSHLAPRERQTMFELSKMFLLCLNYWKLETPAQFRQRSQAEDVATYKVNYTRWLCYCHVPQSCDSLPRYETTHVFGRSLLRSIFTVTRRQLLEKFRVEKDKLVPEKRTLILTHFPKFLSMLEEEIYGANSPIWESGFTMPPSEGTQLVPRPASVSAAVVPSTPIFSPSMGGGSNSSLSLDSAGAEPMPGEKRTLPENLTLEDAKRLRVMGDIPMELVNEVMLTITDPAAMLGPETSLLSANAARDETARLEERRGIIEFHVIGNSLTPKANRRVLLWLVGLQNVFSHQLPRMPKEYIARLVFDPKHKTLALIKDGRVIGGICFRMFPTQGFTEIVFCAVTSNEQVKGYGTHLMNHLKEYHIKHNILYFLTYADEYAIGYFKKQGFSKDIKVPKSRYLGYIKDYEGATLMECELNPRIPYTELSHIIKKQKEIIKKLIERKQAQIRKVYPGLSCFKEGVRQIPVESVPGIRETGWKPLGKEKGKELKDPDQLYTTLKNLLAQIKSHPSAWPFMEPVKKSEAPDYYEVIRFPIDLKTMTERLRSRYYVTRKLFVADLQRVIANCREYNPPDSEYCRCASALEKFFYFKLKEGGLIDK
#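 Free CoA generated was detected with ThioGlo1 (50uM) fluorescence at Ex340nm/Em540nm, read immediately and after 20 min at room temperature. Enzyme, 20 nM in HEPES pH 7.5 buffer, saw compounds 15 min before adding 75uM H3(1-25) peptide and 70uM acetyl-CoA.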
# FEN1 inh: human FEN1 inhibition; 390,000 tested, 0.35% active; Potency, µM (highest dose often 114 µM), for the others: at the top dose activity change, negative = inhibition, most hits filed as inhibitors; Recombinant FEN1 flap cleavage, fluorescence, 15 min; P39748; further: nearly all actives have a fitted effect of over 65% in size
#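 In this screen, 50 nM flap DNA substrate was added to 10 nM FEN1 pretreated with compound for 15 min at room temperature; cleavage was followed with reads at 0 and 15 min, and Hill fitting gave concentration–response parameters.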
# N370S GC: inhibits or activates N370S mutant glucocerebrosidase; P04062; N370S GC spleen homogenate, 4MU-glucoside fluorescence; Potency, µM (titrated, usually from 59.4 µM), inactives show at the top dose activity change, negative = inhibition, usual class: inhibitors; 330,000 tested, 0.092% active;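 further: 0% = full enzyme activity and -100% = no enzyme basal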
# The depositor's hits bear a star; ? = inconclusive; . = no result given; & = joins results of further samples. The call rests on the fitted dose curve; in most records, active means well fitted curve in the direction sought with a large enough effect; inconclusive means small, poorly fitted or top-dose-only effect, or another doubt; inactive means no such curve, though single readings can be large; an effect the other way counts as inactive or inconclusive. Unless noted, on the % scale 0 is the no-effect control and ±100 the full control effect; potency means the concentration at half of the fitted maximal effect.
# Every second line gives: GCN5L2 inh	FEN1 inh	N370S GC
O=C(c1ccccc1)N1CCCCC(Sc2nnnn2-c2ccccc2)C1=O (stereo not drawn)
    -5%	-11%	6%
CCC(C)n1c(=N)c(C#N)cc2c(=O)n3cccc(C)c3nc21 (stereo not drawn)
    -6%	2%	20%
O=c1cc(-c2ccccc2)nc2nc(-c3ccco3)[nH]n12
    -2%	-4%	0%
CCCCOc1ccccc1C(=O)Nc1onc2c1CCCC2
    -10%	0%	.
OCCN(CCO)c1ccc2ccccc2c1
    -4%	5%	?
CN(C(=O)Cn1cc(S(=O)(=O)N2CCN(c3ccccc3F)CC2)c2ccccc2c1=O)c1ccc(Cl)cc1
    -15%	-15%	.
CC1=C(C)CC(C(=O)N2CCN(Cc3ccc4c(c3)OCO4)CC2)C(C(=O)O)C1 (stereo not drawn)
    2%	7%	-9%
O=C(CSc1nnc(-c2ccccc2Cl)o1)N1CCOCC1
    1%	16%	-3%
O=C(/C=C/c1ccccc1)NNc1ccc(Cl)cc1
    -13%	4%	9%
CCn1c(SCC(=O)NC2CCCC2)nc2c1c(=O)n(C)c(=O)n2C
    -3%	-3%	-3%
CCCCC(=O)Nc1cccc(C(=O)Nc2ccccc2C(=O)O)c1
    19%	-1%	-1%
COc1ccc(OC(=O)c2ccc(Cl)cc2)c(C(C)=O)c1
    -6%	-13%	24%
COc1ccc(CN2CCNC(=O)C2CC(=O)NC2CCCC2)c(OC)c1 (stereo not drawn)
    -6%	0%	-6%
COc1ccc(Br)cc1CN(C)C(=O)CNC(=O)c1ccc2ccccc2c1
    -9%	-16%	19%
COC(CN(C)C(=O)C1CCC(CNS(=O)(=O)c2ccc(C)cc2)CC1)OC (stereo not drawn)
    -21%	-2%	-3%

# (cont.)
# Every second line gives: GCN5L2 inh	FEN1 inh	N370S GC
CN(Cc1ccccc1)CC(O)COc1ccc(CNCc2cccnc2)cc1 (stereo not drawn)
    1%	2%	-4%
COc1ccc(C)cc1NCc1ccc(OC)c(C)c1OC
    -10%	-21%	4%
CC(C)CN(C(=O)CCNC(=O)c1ccccc1Cl)C1CCS(=O)(=O)C1 (stereo not drawn)
    -3%	15%	.
Cn1nc(C(=O)NC2=NCCS2)ccc1=O
    -3%	0%	-13%
CC1(C)Cc2c(sc3c2C(=O)N(c2ccccc2)C2=NCCN23)CS1
    -18%	-4%	-2%
CCn1ccc2cc(S(=O)(=O)N3CCC(C(=O)NCCc4ccc(C)cc4)CC3)ccc21
    1%	-7%	.
COc1ccc(CNC(=O)/C=C/c2ccco2)cc1OC
    -4%	1%	-4%
CCOc1ccc(CCNC(=O)c2cn(C)c3ccc(S(=O)(=O)N4CCCCCC4)cc3c2=O)cc1OCC
    -6%	-27%	.
Cc1ccc(CN2CCSc3ccc(C(=O)NCCc4ccccc4)cc32)cc1
    -3%	-6%	.
COc1ccccc1-c1nn2c(=O)cc(C)nc2s1
    -9%	-3%	3%
CCOC(=O)CNC(=O)Nc1nnc(-c2ccc(OCC)cc2)o1
    -15%	0%	?
S=c1[nH]ncn1/N=C/c1cccs1
    -1%	-3%	13%
Cc1ccc(NC(=O)CN(C)CC(=O)Nc2ccccc2C(=O)Nc2ccccc2)cc1
    4%	7%	?
CC1(C)CC(=O)c2cnc(NC(=O)c3ccco3)nc2C1
    3%	-4%	22%
COC(=O)C(C(=O)OC)c1ccccc1[N+](=O)[O-]
    -2%	1%	-2%&6%

# (listing goes on)
# Every second line gives: GCN5L2 inh	FEN1 inh	N370S GC
CCC(=O)Nc1ccc(-c2cc(-c3ccccc3)nc(-c3ccc(NC(=O)CC)cc3)n2)cc1
    1%	-2%	-3%
COc1cccc(C(=O)NC(=S)Nc2ccc(Cl)c(C(=O)O)c2)c1
    .	0%	3%
CC1(C)Cc2c(sc3ncn4nnnc4c23)CO1
    -4%	.	-4%
Cc1cccc(NC(=O)N2CCC(CN3CCc4ccccc4C3)CC2)c1C
    1%	-2%	.
CCC(CNc1cc(OC)cc2cccnc12)NC1CCCCC1 (stereo not drawn)
    -2%	?	-12%
C/C(=N\Nc1nc(C)cc(-c2ccccc2)n1)c1ccc(C)o1
    -1%	9%	4%
CC(C)CCNC(=O)c1ccc2c(c1)NC(=O)C(CS(=O)(=O)Cc1cccc(Br)c1)N2 (stereo not drawn)
    19%	4%	.
CCCCC(=O)Nc1cccc(-c2nc3ncccc3o2)c1
    -3%	5%	3%
Clc1ccc(Br)cc1-c1nc(-c2ccncc2)no1
    2%	-20%	0%
COc1ccc(-c2cc(C(=O)N(C)Cc3ccccc3F)c3ccccc3n2)cc1OC
    -2%	-13%	-28%
O=C1c2cccc3cccc(c23)C(=O)N1CCCN1CCN(c2ccc(F)cc2)CC1
    -6%	?	0%
CCC1(C)Cc2ccccc2/C(=C/C(=O)N2CCCCC2)N1 (stereo not drawn)
    3%	-3%	3%
O=C(COC(=O)/C=C/c1cccc(Br)c1)NCCc1ccccc1
    0%	-5%	5%
CCOc1ccc(CN2CCN(CC(O)Cn3c4ccccc4c4ccccc43)CC2)cc1 (stereo not drawn)
    -5%	-2%	-18%
O=[N+]([O-])c1ccc(S(=O)(=O)NCC(c2cccnc2)N2CCc3ccccc32)cc1 (stereo not drawn)
    -2%	-13%	-16%

# (more compounds)
# Every second line gives: GCN5L2 inh	FEN1 inh	N370S GC
COc1ccccc1Nc1ncccc1C(=O)NCc1ccccc1
    -3%	13%	-19%
O=C(CSc1nncs1)NNC(=O)c1ccco1
    -2%	-7%	.
O=C(OCCN=C1NS(=O)(=O)c2ccccc21)c1ccccc1F
    -3%	-2%	0%
Cc1c(NS(=O)(=O)c2ccc(Br)cc2)c(=O)n(-c2ccccc2)n1C
    -2%	-2%	6%
Cc1cc(C)n(-c2nncn2NC(=O)c2ccc(Cl)cc2O)n1
    -5%	-4%	18%
O=C(NCCCCNC(=O)c1ccccn1)c1ccccn1
    0%	-1%	1%
O=C(CSc1ccsc1[N+](=O)[O-])N1CCCCC1
    -3%	-3%	-1%
CCOC(=O)C1CCCN(C(=O)c2cc3c(=O)n4ccccc4nc3s2)C1 (stereo not drawn)
    -11%	-1%	?
CSc1ncc(C(=O)N2CCN(c3ccc(Cl)cc3)CC2)c(C)n1
    -8%	-5%	.
Cc1cccc(NC(=O)Cn2nc(N3CCN(c4ccccc4)CC3)ccc2=O)c1C
    -1%	1%	.
Cc1ccc(Nc2c3c(nc4ncnn24)CC(C)CC3)cc1 (stereo not drawn)
    -10%	14%	3%
Cc1ccc(S(=O)(=O)N2CCC(C(=O)OCC(=O)N3CCCCC3C)CC2)cc1C (stereo not drawn)
    2%	16%	1%
CC(C)CC1(C(=O)NCc2ccccn2)C=CCN1C(=O)c1ccccc1 (stereo not drawn)
    0%	4%	9%&-5%
CS(=O)(=O)N1CCC(C(=O)NCCN2CCN(Cc3ccccc3)CC2)CC1
    -2%	-6%	4%
COC(=O)CN1C(=O)[C@H]2[C@@H](c3ccc(C)o3)N3C(=O)CN(Cc4ccccc4)C(=O)[C@@]3(Cc3ccccc3)[C@H]2C1=O
    -8%	-1%	0%

# Further structures follow.
# Every second line gives: GCN5L2 inh	FEN1 inh	N370S GC
O=C(OCc1cccc2ccccc12)c1ccc2c(=O)[nH]c(CN3CCOCC3)nc2c1
    0%	-11%	-7%
COc1ccc(CC(=O)Nc2ccc3c(c2)CCC3)cc1S(=O)(=O)N1CCOCC1
    -5%	-2%	9%
COc1ccc(-c2nc(CN3CCC(C(=O)NCCCN4CCN(c5ccccc5F)CC4)CC3)c(C)o2)cc1OC
    -3%	4%	.
Cc1ccc(C)c(C(=O)COC(=O)c2cc([N+](=O)[O-])ccc2N2CCOCC2)c1
    -7%	-14%	-5%
CC(Sc1nnc(-c2cccnc2)o1)C(=O)NC1CCCCC1 (stereo not drawn)
    -4%	21%	.
Nc1nonc1C(=O)OCC(=O)N1CCCCC1
    2%	-5%	0%
Oc1c(CN2CCCC(C(F)(F)F)C2)cc(Cl)c2ccccc12 (stereo not drawn)
    4%	4%	1%
COc1cccc(C2CC(c3cccs3)=NN2C(=O)CSC2=NN3CCCC(=O)N=C3S2)c1OC (stereo not drawn)
    -8%	-14%	-3%
O=C(Nc1ccc(CN2CCCCC2)cc1)c1cccc(F)c1
    -1%	3%	2%
Cc1ccc(NC(=O)COC(=O)CCc2c(C)nc3nc(N)nn3c2C)cc1C
    -10%	-1%	.
COc1cc(C(=O)NCc2ccc(S(N)(=O)=O)cc2)ccc1OCC(=O)N1CCOCC1
    -2%	-12%	.
COc1ccc(NC(=S)NCCN2CCC(C)CC2)cc1
    -4%	-12%	24%
CCOC(=O)C1CCCN(C(=S)NC(=O)/C=C/c2ccc(F)cc2)C1 (stereo not drawn)
    0%	-10%	-9%
CCn1cc2nc(SCc3ccccc3Cl)n(Cc3ccc(OC)cc3)c(=O)c2n1
    -9%	-17%	.
CC(Oc1ccccc1)C(=O)NC1C(=O)N2C(C(=O)O)C(C)(C)S[C@@H]12 (stereo partly drawn)
    8%	.	19%

# New compounds follow.
# Every second line gives: GCN5L2 inh	FEN1 inh	N370S GC
C#CCOCCOCCOCCNc1nc(N2CCN(C(=O)CCCCCCCCCCNC(=O)[C@H](CCC(=O)O)n3cc(CCCCCN)nn3)CC2)nc(N2CCN(C(=O)CCCCCCCCCCNC(=O)[C@@H]([C@H](C)O)n3cc(C)nn3)CC2)n1
    -3%	-22%	-21%
O=C(COc1ccccc1F)NNC(=O)Cc1ccc(S(=O)(=O)N2CCOCC2)s1
    -3%	-3%	-1%
CCC(=O)c1ccc(OCC(=O)OCC(=O)Nc2ccc(C)c(S(=O)(=O)N3CCCCC3)c2)cc1
    -15%	-5%	.
CCN(CC)CCN(C(=O)c1ccc(S(=O)(=O)N2CCOCC2)cc1)c1nc2cc3c(cc2s1)OCCO3
    -12%	-2%	0%
Cc1ccccc1-n1c(C)cc(/C=N/NC(=O)c2ccc(CN3CCOCC3)cc2)c1C
    -4%	2%	-1%
O=C(CS(=O)(=O)c1ccccc1)Nc1nc2ccccc2s1
    -18%	12%	9%
CCOC(=O)C1CCCN(C(=O)c2nn(-c3ccc(OC)cc3)c(=O)c3c2c2ccccc2n3C)C1 (stereo not drawn)
    -4%	-2%	.
O=C(Nc1cccc(C(F)(F)F)c1)c1cc(Br)cc2c1OCC2
    -4%	-3%	2%
CCOc1ccc(N2C(=O)CN=C2Nc2ccccc2F)cc1
    -8%	-7%	-1%
CC(=O)c1ccc(S(=O)(=O)N2CCNCC2)cc1
    1%	-5%	-20%
O=C(CCC(=O)OCc1ccc([N+](=O)[O-])cc1Cl)Nc1ccccc1
    2%	3%	-8%
CCN1CCN(S(=O)(=O)c2ccc(-c3cc(C)no3)s2)CC1
    -2%	4%	0%
COc1cccc(/C=C/C(=O)OCC(=O)NCCCc2ccccc2)c1OC
    -1%	-8%	.
N#Cc1c(N)n(-c2ccccc2)c(=O)c2cc([N+](=O)[O-])ccc12
    -8%	0%	0%
Cc1ccc(Oc2nnc(-c3cccs3)c3ccccc23)cc1C
    -8%	?	?

# Structural class, the compounds so far with fluorine.
# Every second line gives: GCN5L2 inh	FEN1 inh	N370S GC
CN(C(=O)Cn1cc(S(=O)(=O)N2CCN(c3ccccc3F)CC2)c2ccccc2c1=O)c1ccc(Cl)cc1
    -15%	-15%	.
COc1ccc(-c2cc(C(=O)N(C)Cc3ccccc3F)c3ccccc3n2)cc1OC
    -2%	-13%	-28%
O=C1c2cccc3cccc(c23)C(=O)N1CCCN1CCN(c2ccc(F)cc2)CC1
    -6%	?	0%
O=C(OCCN=C1NS(=O)(=O)c2ccccc21)c1ccccc1F
    -3%	-2%	0%
COc1ccc(-c2nc(CN3CCC(C(=O)NCCCN4CCN(c5ccccc5F)CC4)CC3)c(C)o2)cc1OC
    -3%	4%	.
Oc1c(CN2CCCC(C(F)(F)F)C2)cc(Cl)c2ccccc12 (stereo not drawn)
    4%	4%	1%
O=C(Nc1ccc(CN2CCCCC2)cc1)c1cccc(F)c1
    -1%	3%	2%
CCOC(=O)C1CCCN(C(=S)NC(=O)/C=C/c2ccc(F)cc2)C1 (stereo not drawn)
    0%	-10%	-9%
O=C(COc1ccccc1F)NNC(=O)Cc1ccc(S(=O)(=O)N2CCOCC2)s1
    -3%	-3%	-1%
O=C(Nc1cccc(C(F)(F)F)c1)c1cc(Br)cc2c1OCC2
    -4%	-3%	2%
CCOc1ccc(N2C(=O)CN=C2Nc2ccccc2F)cc1
    -8%	-7%	-1%

# Bioassay records (PubChem BioAssay)

# A portion of the library, so the mix of outcomes need not match the whole.
